# PP1 counter: PP1-alpha phosphatase inhibitors, primary screen, counter-screen for PP5 inhibitor project, biochemical, fluorescence, OMFP substrate, single point; Serine/threonine-protein phosphatase PP1-alpha catalytic subunit (Homo sapiens), P62136; purified PP1alpha; inhibition, % at 6.7 µM; hit rate 0.9% among 320,000;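 active means inhibition above the mean inhibition of all tested compounds plus 3 SD, computed separately for each screening campaign, cut at about 15% in these data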
# Target sequence (P62136 whole entry, looked up): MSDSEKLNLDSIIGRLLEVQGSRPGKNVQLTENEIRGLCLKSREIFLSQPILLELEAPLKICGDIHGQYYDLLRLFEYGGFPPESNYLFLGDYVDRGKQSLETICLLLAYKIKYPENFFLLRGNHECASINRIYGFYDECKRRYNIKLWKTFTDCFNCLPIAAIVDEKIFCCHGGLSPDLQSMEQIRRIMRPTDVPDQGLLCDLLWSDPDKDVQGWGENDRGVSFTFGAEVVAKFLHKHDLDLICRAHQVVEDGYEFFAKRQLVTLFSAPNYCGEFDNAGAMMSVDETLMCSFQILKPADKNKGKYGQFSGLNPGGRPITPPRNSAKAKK
# PP5 primary: PP5 phosphatase inhibitors, primary screen, biochemical, fluorescence; Serine/threonine-protein phosphatase 5 (Homo sapiens), P53041; purified PP5c, OMFP substrate fluorescence; inhibition, % at 6.7 µM; hit rate 0.18% among 320,000; AID 1987, 2009;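 active means inhibition above the campaign's mean inhibition across all tested compounds plus 3 SD, cut at about 9.5% in these data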;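 further: 0% = DMSO only and 100% = 100 µM cantharidin control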
# EBNA-1 inhibitor: EBNA-1 DNA-binding inhibitors, primary screen, biochemical, fluorescence polarization; inhibition, % at 14.8 µM; AID 1950, 2009; hit rate 0.34% among 300,000; in the data active means inhibition above about 28%
# Yeast superoxide: reduction of superoxide in aged yeast, primary screen, HTS; superoxide response (% of plate mean), % at 10 µM; S. cerevisiae aged cells, superoxide DHE fluorescence; active compounds read low; hit rate 0.18% among 330,000;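 active means superoxide response under a set limit, about three screen SD below normal, cut at about 65% in these data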;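 further: yeast aged for seven days with compound at 30 °C before DHE staining; 100% = average MFI of all compound-treated wells on the plate with controls excluded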
# ZTA counter: ZTA (EBV) inhibition in EBNA-1 counter-screen; hit rate 0.15% among 320,000; AID 2234; inhibition, % at 11 µM; ZTA-DNA binding, fluorescence polarization; P03206; in the data active means inhibition above about 33%
# Target sequence (P03206 whole entry, looked up): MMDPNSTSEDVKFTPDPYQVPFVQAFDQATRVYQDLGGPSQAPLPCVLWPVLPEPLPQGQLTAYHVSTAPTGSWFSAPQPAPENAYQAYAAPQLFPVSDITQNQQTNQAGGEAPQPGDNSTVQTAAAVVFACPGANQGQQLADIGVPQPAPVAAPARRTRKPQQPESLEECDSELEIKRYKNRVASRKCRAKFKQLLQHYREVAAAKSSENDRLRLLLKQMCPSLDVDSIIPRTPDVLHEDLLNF
# HCV core dimer: inhibitors of HCV core protein dimerization, primary screen, biochemical, TR-FRET, high-throughput | hit rate 0.33% among 300,000 | AID 1899, 2009 | inhibition, % at 5 µM | TR-FRET GST/Flag-core106 dimerization, 1536-well;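 active means inhibition above the mean of all tested compounds plus 3 SD, set per screening campaign, cut at about 45% in these data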
#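 Assay system: Tagged HCV core106 pair (GST and Flag) | Buffer or medium: KF-containing HEPES buffer, pH 7.45, DTT, CHAPS, BSA | Also added: Eu donor and XL665 acceptor anti-tag antibodies | Dosing: One concentration, 5 µM, in 0.5% DMSO | Timing: 4 h at 22.5 °C | Technique: TR-FRET 671 and 617 nm emission | Repeats: Singlicate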
# CTSL1 counter: Fasciola hepatica cathepsin L1 inhibitors, primary screen, counter-screen for PFM18AAP inhibitor project, biochemical, QFRET, fluorogenic peptide substrate; hit rate 0.49% among 300,000; AID 1906, 2009; recombinant F. hepatica cathepsin L1, Z-Leu-Arg-MCA fluorescence; inhibition, % at 5.96 µM;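 active means inhibition above the mean of all tested compounds plus 3 SD, set per screening campaign, cut at about 17% in these data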;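 further: 0% = plate median of test compound wells and 100% = 1 µM Z-Phe-Ala-diazomethylketone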
# TPT1 inhibitor: Candida albicans TPT1 enzyme inhibitors, primary screen, biochemical, fluorescence polarization. tRNA 2'-phosphotransferase TPT1 (Candida albicans SC5314). recombinant caTPT1, FP RNA substrate dephosphorylation. inhibition, % at 5 µM. hit rate 0.81% among 300,000. AID 1962, 2009;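 active means inhibition above the mean of all tested compounds plus 3 SD, set per screening campaign, cut at about 24% in these data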;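 further: plate controls were DMSO alone for no effect and ferristatin control at 100 nM for full effect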
# GASC-1 inh: inhibitors of GASC-1 histone demethylase, primary screen, biochemical, fluorescence, DELFIA europium; Lysine-specific demethylase 4C (Homo sapiens), Q9H3R0; GST-JMJD2C(1-420) H3K9me3 demethylation; inhibition, % at 2.35 µM; hit rate 0.069% among 330,000; AID 2099, 2009;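 active means more than half of a compound's replicate wells show inhibition beyond 50%, single wells judged on their own value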;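 further: signal counts dimethyl H3K9 product captured on neutravidin plate; 0% = median of DMSO wells and 100% = 0.3 times that DMSO median; strong numbers were not always called active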
# Target sequence (Q9H3R0 1-420 limits assumed): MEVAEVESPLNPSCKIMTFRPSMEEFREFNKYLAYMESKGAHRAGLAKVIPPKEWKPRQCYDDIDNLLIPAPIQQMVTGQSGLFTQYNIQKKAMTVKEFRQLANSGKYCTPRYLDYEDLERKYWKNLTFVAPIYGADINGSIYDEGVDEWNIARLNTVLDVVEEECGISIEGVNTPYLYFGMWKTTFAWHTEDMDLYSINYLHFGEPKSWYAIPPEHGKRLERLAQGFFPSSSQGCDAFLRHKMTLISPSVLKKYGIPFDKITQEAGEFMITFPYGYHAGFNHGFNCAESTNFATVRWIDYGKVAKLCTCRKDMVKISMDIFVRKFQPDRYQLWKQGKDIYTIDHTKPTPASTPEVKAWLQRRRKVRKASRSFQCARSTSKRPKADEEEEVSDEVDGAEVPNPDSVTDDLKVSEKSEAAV
# Numbers without * were called inactive; / = no result given; & = joins results of further samples.
SMILES,PP1 counter,PP5 primary,EBNA-1 inhibitor,Yeast superoxide,ZTA counter,HCV core dimer,CTSL1 counter,TPT1 inhibitor,GASC-1 inh
CN(C(=O)COC(=O)c1cc(-c2ccco2)nc2ccccc12)C1CCS(=O)(=O)C1 (configuration not stated),41.1*,-0.5,-4.9,134.7,10.4,77.2*,-3.4,-2.9,20.3
Cc1ccc(CN2CCN(C3CCC3)CC2CCO)cc1 (configuration not stated),1.3,1.4,-7.1,99.7,-6.3,-6.3,-3.6,1.4,34.8
COC(=O)c1cc(NC(=O)c2ccccc2)c(=O)oc1C/C=N\OCc1ccc(Cl)cc1Cl,3.9,0.5,2.6,97.5,7.1,27.7,4.9,30.9*,0.3
O=c1c2ccc(Cl)cc2[nH]c(=S)n1CCC1=CCCCC1,-4.6,-0.7,9.1,94.4,5.0,14.4,0.2,1.0,-2.2
C/C(=N/NC(=O)c1ccccc1)C(=O)O,-2.3,-2.2,1.7,91.0,2.3,-2.7,1.3,-4.9,116.4
Cc1nc2ccc(NC(=O)NCCCO)cc2s1,-0.5,0.4,1.6,102.4,-8.8,-5.9,1.1,3.1,0.1
CC(C)(C)[C@@H]1C=C(C(=O)NCc2ccccc2)O[C@H](OCc2ccc(CO)cc2)C1,0.2,5.2,-7.5,97.6,-6.7,-3.8,-0.9,1.9,0.4
CC(C)CN1CCC(CN(C)Cc2nc(-c3cnccn3)no2)CC1,-3.4,0.6,-0.8,77.9,8.9,3.2,2.2,2.8,8.6
O=C(Nc1cccc(C(F)(F)F)c1)c1cccnc1N1CCN(c2ccccc2)CC1,6.5,3.6,5.9,92.9,2.3,-0.8,2.9,1.0,-4.9
CCCCN1C(=O)CCC(C(=O)O)C1c1ccc([N+](=O)[O-])cc1 (configuration not stated),3.6,-1.5,-0.4,94.6,-12.9,-18.4,-6.6,3.2,-5.6
Cc1[nH]c2ccc(C(=O)NCCN3CCOCC3)cc2c1C,-4.3,-3.7,-18.8,124.4,-18.4,-4.6,-4.2,4.4,23.0
CCN(CC)C(=O)c1[nH]cnc1C(=O)NCc1ccc(CNC(=O)OC(C)(C)C)cc1,3.5,-0.8,/,92.9,-2.6,/,/,/,-4.5
CCCCOc1ccc(C(O)(CCN2CCOCC2)c2ccccc2)cc1 (configuration not stated),5.0,2.0,-13.1,93.8,5.8,-7.3,0.1,-4.6,-11.5
C/C(=N/NC(=O)c1ccccc1)C1=C(O)CC(C)(C)CC1=O,-5.0,1.1,10.0,108.8,1.7,-4.7,2.8,-2.0,-20.4
Cn1cc(CN2CCC(C(=O)Nc3cccc(-c4cccc(F)c4)c3)CC2)cn1,2.0,-0.3,8.6,104.4,4.6,5.2,0.8,0.2,4.1
COC(=O)CCC(=O)Nc1nccs1,-5.8,3.8,9.1,87.6,5.5,0.3,5.8,-0.2,10.9
O=C(Cn1cc(C(=O)c2ccco2)c2ccccc21)NCc1ccco1,-1.8,3.1,-16.1,102.1,-6.2,-6.5,5.0,-0.5,0.5
C=CCN1C(=O)OC2(CCCCC2)C1(C)O (configuration not stated),-2.3,1.9,3.5,101.9,-11.0,-1.5,-1.7,-3.2,16.2
O=C(Nc1nnc(-c2ccc3c(c2)OCCO3)o1)C1CCCCC1,-2.8,-1.2,6.3,111.0,9.8,-0.5,0.6,-0.5,-13.1
c1ccc2c(CN3CCOCC3)c3ccccc3c(CN3CCOCC3)c2c1,2.4,0.0,4.8,97.7,10.0,2.9,-0.2,-7.3,1.1

# Another view of three compounds above.
compound | PP1 counter | PP5 primary | EBNA-1 inhibitor | Yeast superoxide | ZTA counter | HCV core dimer | CTSL1 counter | TPT1 inhibitor | GASC-1 inh
Cc1[nH]c2ccc(C(=O)NCCN3CCOCC3)cc2c1C | -4.3 | -3.7 | -18.8 | 124.4 | -18.4 | -4.6 | -4.2 | 4.4 | 23.0
c1ccc2c(CN3CCOCC3)c3ccccc3c(CN3CCOCC3)c2c1 | 2.4 | 0.0 | 4.8 | 97.7 | 10.0 | 2.9 | -0.2 | -7.3 | 1.1
Cc1nc2ccc(NC(=O)NCCCO)cc2s1 | -0.5 | 0.4 | 1.6 | 102.4 | -8.8 | -5.9 | 1.1 | 3.1 | 0.1

# Given with bars between the fields: entries from further up.
structure | PP1 counter | PP5 primary | EBNA-1 inhibitor | Yeast superoxide | ZTA counter | HCV core dimer | CTSL1 counter | TPT1 inhibitor | GASC-1 inh
CN(C(=O)COC(=O)c1cc(-c2ccco2)nc2ccccc12)C1CCS(=O)(=O)C1 (configuration not stated) | 41.1* | -0.5 | -4.9 | 134.7 | 10.4 | 77.2* | -3.4 | -2.9 | 20.3
Cc1ccc(CN2CCN(C3CCC3)CC2CCO)cc1 (configuration not stated) | 1.3 | 1.4 | -7.1 | 99.7 | -6.3 | -6.3 | -3.6 | 1.4 | 34.8

# (more compounds)
SMILES,PP1 counter,PP5 primary,EBNA-1 inhibitor,Yeast superoxide,ZTA counter,HCV core dimer,CTSL1 counter,TPT1 inhibitor,GASC-1 inh
COc1ccccc1NC(=O)NCC1(N(C)C)CCCCC1,0.9,0.0,14.2,100.6,-7.5,0.5,4.6,4.4,3.9
OCC[C@H]1C[C@H](O)[C@@H](O)[C@@]2(CCc3ccccc3O2)O1,-2.0,0.6,0.5,93.9,-15.8,-16.1,-2.2,-5.2,4.6
CCc1ccc(-c2nc(CSCC(=O)NCCCN3CCCC3=O)c(C)o2)cc1,-1.6,0.6,7.8,99.5,-1.7,-7.4,-3.8,-1.1,-8.2
Cc1ccc(N(C(C)C(=O)Nc2ccc(S(=O)(=O)N3CCOCC3)cc2)S(C)(=O)=O)cc1 (configuration not stated),-2.4,-3.4,-0.1,95.9,-1.3,1.1,-4.6,4.8,9.5&-5.3
Cc1ccc(-c2csc3ncnc(Nc4ccc(C(=O)O)cc4)c23)cc1,3.8,2.5,7.9,88.5,-3.5,17.3,0.4,-0.3,9.9
COc1ccccc1OCC(=O)c1[nH]c(C)c(C(C)=O)c1C,-4.4,0.8,1.9,104.3,14.5,23.3,-0.2,6.6,1.0
COc1ccc(CNC(=O)C/C(C)=N/NC(=O)c2ccc(OC)cc2OC)cc1,-2.9,-0.4,-8.5,100.4,-18.2,-8.0,4.9,-0.5,4.3
COc1ccccc1NC(=O)C(C)Nc1ccc(C)c(Cl)c1 (configuration not stated),-0.1,5.5,1.2,118.5,5.7,1.2,-3.1,3.9,/
c1cncc(CSc2ccc(-c3cccs3)nn2)c1,-2.5,-1.9,0.2,104.3,0.0,1.3,1.8,0.6,15.0
CCN1C(=O)/C(=C\C=C2/C=CC=CN2CC)SC1=S,1.5,3.4,1.3,100.3,5.5,-61.0,0.1,26.6*,2.0
CC(C)c1ccc(OCC(O)CN2CCN(c3ccccn3)CC2)cc1 (configuration not stated),1.1,4.4,-10.2,98.8,-2.2,6.4,2.3,0.6,4.9
Cn1c(=O)cc(SCC(=O)NCCCN2CCN(c3ccc(F)cc3)CC2)c2ccccc21,-1.4,1.8,3.2,100.6,13.9,5.4,2.9,-1.8,-9.3&6.3
Cc1cccc(NCc2nc(SCC(=O)Nc3ccccc3)n[nH]2)c1,8.1,2.3,-14.5,97.2,-15.7,2.6,-0.9,0.9,2.9
Cc1onc(-c2c(F)cccc2Cl)c1C(=O)N(C)C1CCCCC1,0.7,-0.8,9.9,98.1,-10.1,-8.3,0.2,-3.2,3.4
O=C(N/N=C/c1ccccc1F)c1cc2c(ccc3ccccc32)o1,4.3,-1.3,6.5,113.5,-0.5,7.4,2.7,-0.7,-363.7
CC(=O)Nc1ccc(NC(=O)c2nc(-c3ccccc3)oc2C)cc1,-9.1,3.3,-13.3,97.0,5.1,2.8,-7.9,7.1,-11.2
CCc1ccc(CN2CCC(Oc3ccc(C(=O)N4CCCC4)cc3)CC2)cc1,-0.7,5.7,-8.9,96.1,-9.3,11.3,4.2,-0.4,2.6
Clc1cccc(Cl)c1COc1ccncc1,-5.1,3.5,-25.9,93.7,6.5,-5.4,-0.7,1.8,-47.9
CC(=O)c1ccc(OCC(C)C)c(Cc2c(O)nc(N)[nH]c2=O)c1,-0.6,1.9,6.3,87.8,4.3,-2.2,-1.6,4.0,11.1
COCCN(C(=O)CCCC(=O)Nc1ccccn1)C(C(=O)NC1CCCCC1)c1ccc(C)cc1 (configuration not stated),0.0,-0.2,4.6,96.3,-0.8,4.3,-5.5,0.6,-3.1&-3.8

# Sorted by value in EBNA-1 inhibitor (ascending): some entries from above.
SMILES | EBNA-1 inhibitor
Cc1[nH]c2ccc(C(=O)NCCN3CCOCC3)cc2c1C | -18.8
Cc1cccc(NCc2nc(SCC(=O)Nc3ccccc3)n[nH]2)c1 | -14.5
COc1ccccc1OCC(=O)c1[nH]c(C)c(C(C)=O)c1C | 1.9
Cn1c(=O)cc(SCC(=O)NCCCN2CCN(c3ccc(F)cc3)CC2)c2ccccc21 | 3.2
C/C(=N/NC(=O)c1ccccc1)C1=C(O)CC(C)(C)CC1=O | 10.0

# (next part)
SMILES,PP1 counter,PP5 primary,EBNA-1 inhibitor,Yeast superoxide,ZTA counter,HCV core dimer,CTSL1 counter,TPT1 inhibitor,GASC-1 inh
COc1ccc(S(=O)(=O)N(C)CC(=O)NC2CC2)cc1OC,-2.5,2.4,-1.0,97.2,-1.1,5.9,-1.2,-0.7,2.4
Cc1ccnc(NC(=O)CSc2ccccn2)c1,-4.8,0.9,6.2,96.0,-10.7,-1.0,1.7,-1.9,6.9
Cc1[nH]c(=O)[nH]c(=O)c1CSc1nnc(CCCCCNC(=O)OC(C)(C)C)o1,23.3*,0.8,10.2,100.5,9.6,0.1,-0.2,0.4,-1.8
CSCCC(NS(=O)(=O)c1ccc(C)cc1)C(=O)NC1CCCCCC1 (configuration not stated),-4.5,0.1,-5.1,97.7,-8.7,-5.8,-4.7,-2.1,4.8
O=C(CN1C(=O)CSC1=O)Nc1ccc2c(c1)OCCO2,1.8,-0.1,6.3,94.4,-11.3,-0.1,-2.7,-0.7,-25.3
O=C(O)/C=C/C(=O)NCc1ccccc1,-1.1,-3.8,-16.5,105.0,-1.9,-2.0,0.1,0.0,-5.5
CC(=O)Nc1ccc(S(=O)(=O)NNC(=O)c2ccc(C)cc2)cc1,-3.9,0.9,2.0,99.9,3.1,-1.8,-1.0,1.1,2.1
Cc1ccc(Cl)cc1Nc1nc(-c2sc(NC(=O)c3ccccc3)nc2C)cs1,6.5,0.4,-4.9,95.2,-0.2,-16.2,5.9,14.6,23.8
COc1cccc(CN2CCN(Cc3cccc(Br)c3)CC2)c1OC,-0.5,0.2,-4.8,108.0,-0.7,6.2,-2.3,-3.1,1.0
COCCn1cnc2c(c1=O)c1nc3ccccc3nc1n2/N=C/c1ccc(OC)c(OC)c1,0.5,0.2,-8.2,104.3,-6.5,4.4,8.3,1.7,8.5
OCCNc1nc(Nc2ccccc2Oc2ccccc2)nc(N2CCCC2)n1,0.3,2.3,9.0,101.8,12.9,-3.3,-0.2,-1.4,7.1
NC1=NN(c2cccc(C(=O)O)c2)C(=O)C1,2.4,1.9,4.4,97.3,3.6,-1.5,0.7,-2.3,-3.5

# Rows were taken by chance; overall some 3.1% were active at least once.
